Assay outcomes (PubChem BioAssay)
HUVEC tox IL1B: toxic to HUVEC cells under IL-1B stimulation. cell count reduction, % at 2 µM. HUVEC cell count loss, Hoechst imaging, IL-1B stimulated. 94,000 tested, 0.41% active;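 active = cell count reduction more than 3 SD above the screen-wide mean, cut at about 70% in these data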;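 also: normalized per plate to untreated control cells as the no-loss baseline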
TNFa cytotox: toxic to HUVEC cells under TNF alpha stimulation. cell count reduction, % at 2 µM. 93,000 tested, 0.17% active. HUVEC TNFalpha-stimulated, Hoechst cell count, imaging;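 active = cell count reduction exceeding the screen mean by over 5 SD, scaled to untreated wells per plate, cut at about 78% in these data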;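 also: cells counted after 24 h of TNF alpha exposure following the 1 h pretreatment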
E coli WT exp: E. coli BW25113 growth inhibition, expanded screen; OD600 absorbance; 98,000 tested, 0.15% active; growth inhibition, % at 100 µM; AID 710;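 active = growth inhibition above about 50% at one test dose, limit read from the data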;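 also: growth measured after 20 h incubation at 37 °C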
VCAM1 TNFa inh: reduces TNF alpha induced VCAM1 expression in HUVEC; 95,000 tested, 0.48% active; AID 802; inhibition, % at 2 µM; HUVEC TNFa-induced VCAM-1 immunofluorescence, high-content imaging;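 active = inhibition above the batch mean plus 3 SD, with images confirmed as a hit by eye, cut at about 37% in these data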;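 also: 0% = TNF-stimulated DMSO wells and 100% = unstimulated control wells; not every result past the cut was called active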
PLK1 PBD inh: blocks phosphopeptide binding to human Plk1 polo box domain; 97,000 tested, 0.13% active; inhibition, %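 (tested at about 20 µM)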; Plk1 PBD phosphopeptide binding, fluorescence polarization; P53350; in the data active = inhibition above about 34%, passing the limit was not always enough
DAT uptake mod: modulates human dopamine transporter uptake under cocaine; 110,000 tested, 1.3% active; B-score at 10 µM; LLC-PK1 hDAT cells, [14C]-dopamine uptake with cocaine IC80; actives deviate in either direction;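 active = Z score or B-score, a plate-position-corrected score, falls beyond the plate's 99.7% confidence bounds, in either direction; inactive = both scores lie inside the 99.7% bounds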;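 also: scored against the spread of the other compound wells on the same plate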
Target sequence (Q01959 whole entry, looked up): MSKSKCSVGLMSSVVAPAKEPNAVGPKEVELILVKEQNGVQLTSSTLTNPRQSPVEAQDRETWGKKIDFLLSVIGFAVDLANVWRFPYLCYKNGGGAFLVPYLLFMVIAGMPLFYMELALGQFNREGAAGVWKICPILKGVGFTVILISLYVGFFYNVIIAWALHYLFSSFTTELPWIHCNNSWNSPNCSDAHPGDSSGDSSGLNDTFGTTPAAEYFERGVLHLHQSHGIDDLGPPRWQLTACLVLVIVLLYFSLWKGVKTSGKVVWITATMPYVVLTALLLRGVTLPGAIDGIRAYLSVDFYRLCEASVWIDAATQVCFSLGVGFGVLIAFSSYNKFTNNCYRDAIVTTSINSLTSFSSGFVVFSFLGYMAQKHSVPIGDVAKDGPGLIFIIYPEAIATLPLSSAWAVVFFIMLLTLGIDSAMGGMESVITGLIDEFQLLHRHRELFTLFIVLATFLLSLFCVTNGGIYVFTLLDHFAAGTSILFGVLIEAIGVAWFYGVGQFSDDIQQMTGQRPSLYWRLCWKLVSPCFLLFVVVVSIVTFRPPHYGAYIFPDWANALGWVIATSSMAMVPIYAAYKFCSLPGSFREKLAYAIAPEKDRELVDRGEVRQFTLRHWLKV
PLK1 inh: blocks human PLK1 kinase activity; recombinant PLK1 kinase, TR-FRET peptide phosphorylation; 97,000 tested, 0.53% active; inhibition, % at 10 µM;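 active = inhibition of 50% or more in the single-concentration screen; inactive = inhibition below 50%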;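 also: 0% = DMSO max control and 100% = H-89 dihydrochloride min control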
sEH inhibitor: inhibitors of human soluble epoxide hydrolase; P34913; recombinant human sEH enzymatic activity assay; inhibition, % at 2 µM; 91,000 tested, 0.34% active; in the data active = inhibition above about 80%; also: values of inactives mirror those of a sister screen read the other way; many of its hits are not listed in these tables
F-actin modifier: cytoskeleton assembly modification. HUVEC TNFa F-actin phalloidin imaging, high content. 91,000 tested, 0.18% active. inhibition, % at 2 µM;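 active = inhibition above the batch mean plus 3 SD and confirmed as a hit by visual image inspection, cut at about 30% in these data, passing the limit was not always enough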; also: strong numbers were not always called active
Starred values were filed as active, the others as inactive; . = not tested or not shown. Rows are unselected. About 3.4% of those tested had a hit in this group.

SMILES | E coli WT exp | sEH inhibitor | DAT uptake mod | VCAM1 TNFa inh | F-actin modifier | PLK1 inh | HUVEC tox IL1B | PLK1 PBD inh | TNFa cytotox
CCc1nnc(NC(=O)CSc2ncc(-c3ccccc3)[nH]2)s1 | -2 | 5 | 0.19 | -11 | 6 | 3 | -5 | -1 | -2
Cc1ccc2oc(=O)n(CCOc3ccccc3Cl)c2c1 | -11 | 10 | -0.061 | 22 | 2 | -18 | 1 | -6 | -12
Cc1cc(C(=O)CSc2nnc(Nc3ccccc3)s2)c(C)n1CC1CCCO1 (stereo unspecified) | -8 | 15 | -0.35 | 16 | -33 | -10 | -3 | -1 | 5
COc1cccc(/C=N/Nc2ncnc3scc(-c4ccccc4)c23)c1OC | -3 | -4 | 0.52 | 16 | 0 | 17 | -16 | 6 | -2
COCCCNC(=O)c1ccc(N(C)S(=O)(=O)c2ccc(OC)cc2)cc1 | 7 | 9 | 1 | -2 | 13 | -8 | -5 | -11 | -4
Cn1ncc2c(Nc3ccc4ccccc4c3)ncnc21 | -8 | . | -0.89 | -13 | 9 | 0 | -2 | 22 | -11
COC(=O)CCC(NC(=O)OCc1ccccc1)C(=O)NC(CC(C)C)C(=O)OC (stereo unspecified) | 2 | -19 | -0.042 | 0 | 13 | -4 | 21 | -18 | -14
COCCNS(=O)(=O)c1cc(-c2nn(C)c(=O)c3ccccc23)ccc1C | -2 | -8 | 1.4 | 10 | -25 | -12 | 3 | 1 | -39
O=S(=O)(NCc1ccccn1)c1ccc(Br)s1 | 9 | . | 0.11 | 10 | 43 | -9 | 4 | -1 | -35
COC(=O)c1cnn2c(C(F)(F)F)cc(-c3ccc(F)cc3)nc12 | -2 | 2 | 0.35 | 6 | 21 | -9 | -18 | -4 | -6
CN1CCN(C(=O)Cn2c(C(F)(F)F)nc3ccccc32)CC1 | 6 | 7 | -0.8 | 4 | -12 | -14 | 3 | 27 | -6
COC(=O)c1nc(-n2nc(C)cc2C)ccc1Cl | 2 | 6 | -0.97 | -3 | -14 | -3 | -8 | 14 | -1
CSc1ccccc1NC(=O)c1c(Br)cnn1C | -2 | 2 | 0.51 | 6 | -3 | -4 | -2 | -18 | .
Cc1oc2c(c1C(=O)NCc1cc(C(=O)O)co1)CCCC2 | -3 | 5 | 0.0084 | -7 | 18 | -15 | -7 | -2 | -49
CCN(C(=O)COC(=O)c1[nH]c(C)c(C(C)=O)c1C)C1CCS(=O)(=O)C1 (stereo unspecified) | 3 | -3 | -0.004 | 13 | 22 | -17 | 7 | -15 | -16
COC(=O)C(NC(=O)C(C)Oc1ccccc1)C(C)C (stereo unspecified) | 1 | -17 | -0.49 | 0 | 6 | -3 | 2 | -17 | -26
COC(=O)Nc1ccc(S(=O)(=O)Nc2ccc(O)cc2)cc1 | 11 | -1 | -0.025 | 7 | 9 | -11 | 47 | 7 | -20
N#CC(c1ccccc1)c1ccc2c(C(F)(F)F)cc(C(F)(F)F)nc2n1 (stereo unspecified) | -1 | -25 | -0.18 | -1 | 8 | -5 | . | 6 | -28
CCN1CCCC1CNC(=O)C(=O)Nc1ccccc1OC (stereo unspecified) | -4 | 6 | -0.077 | 21 | -3 | -2 | -32 | -17 | -28
CC(C)c1ccc(N=c2c([N+](=O)[O-])nn(-c3ccc4c(c3)OCCO4)n2O)cc1 | 1 | -3 | -0.34 | 7 | 3 | 0 | -28 | -15 | -1
COc1ccc(N2C(=O)C3CC(C)=C(C)CC3C2=O)c(OC)c1 (stereo unspecified) | -5 | 18 | 0.19 | -4 | 19 | -3 | 5 | 4 | -7
CN1c2ccccc2C(C)(C)C12C=Cc1cc(O)ccc1O2 (stereo unspecified) | 6 | 1 | 1.5 | -7 | 13 | 0 | -53 | 8 | -31
COc1cccc(NC(=O)c2oc3ccccc3c2NC(=O)c2ccc3c(c2)OCO3)c1 | -14 | . | 0.69 | -5 | -35 | -15 | -13 | -3 | -23
CCOc1c2ccc(C(=O)NCc3ccco3)cc2nn1CC | 4 | 0 | -0.86 | -4 | -1 | -13 | -12 | -3 | 12
CC(C)(C)c1ccc(OCC(=O)N2CCN(C=O)CC2)cc1 | 1 | 8 | -0.012 | -69 | 14 | 0 | -50 | 17 | -3
CCc1nc(N2CCC3(CC2)OCCO3)c2nnn(Cc3ccccc3Cl)c2n1 | -3 | -5 | 2 | -1 | 1 | -11 | 14 | 38 | -16
CC(C)c1nc2ccc(NC(=O)C3CCCCC3)cc2[nH]1 | . | -14 | 2.3 | 2 | -14 | -7 | 29 | 12 | -7
CC(C)CC(=O)Nc1cc([N+](=O)[O-])ccc1Cl | 8 | -18 | 0.32 | 8 | -21 | -11 | 28 | 17 | -5
COc1ccc(Br)cc1C(=O)Nc1ccc(Cc2ccncc2)cc1 | -5 | -1 | -0.18 | 25 | 0 | -12 | -37 | 18 | 3
Cc1cc(O)ccc1Nc1nc(-c2sc(N)nc2C)cs1 | 2 | 4 | 0.12 | 14 | 10 | 6 | -50 | -19 | -24

(next part)
SMILES | E coli WT exp | sEH inhibitor | DAT uptake mod | VCAM1 TNFa inh | F-actin modifier | PLK1 inh | HUVEC tox IL1B | PLK1 PBD inh | TNFa cytotox
O=C(Cc1ccc(Cl)cc1)NCC(=O)N1CCCC1 | 1 | -4 | 1.1 | -5 | -8 | -9 | 63 | -10 | 2
CCOc1ccc(C(=O)N2CCC(C(=O)c3ccc4c(c3)OCCO4)CC2)cc1 | -16 | 4 | 1.2 | 9 | -10 | -8 | 20 | -19 | 14
COc1ccccc1NC(=O)Cn1cc(C#N)c2ccccc21 | -11 | -2 | -0.89 | -13 | 4 | -12 | -9 | 8 | 12
CCOC(=O)c1cccnc1SCC(=O)N(C)c1ccccc1 | -1 | . | 0.71 | -15 | -1 | -3 | 23 | 4 | -20
Cc1ccc(C)n1-n1c(C)nc2sc(-c3ccccc3)cc2c1=O | -8 | -3 | 2.4 | 2 | -33 | -5 | -24 | -29 | -14
CC(C)OC(=O)CCCN1C(=O)c2ccc(N)cc2C1=O | 7 | 8 | . | 4 | 3 | -5 | -36 | 18 | -2
O=C(Nc1nccs1)c1cn(-c2ccccc2)nc1-c1ccccc1 | -12 | 6 | 0.52 | -6 | 6 | 12 | 4 | -21 | -18
CN(C)c1nc(Nc2ccccc2)nc(Oc2ccc(=O)[nH]n2)n1 | 4 | -2 | 0.59 | 13 | -20 | -9 | -12 | 19 | 5
Cc1cc(-c2ccccc2)nc(N2CCC(C(=O)NCC3CCCCC3)CC2)n1 | . | 43 | . | 12 | -16 | -15 | -4 | -5 | 0
OCCNc1nc(N2CCCC2)nc(N2CCCC2)n1 | . | -1 | 1.4 | 2 | 16 | -9 | -41 | 3 | .
CC1CCN(CCC(=O)N2CCCc3c2c(=O)oc2ccc(O)cc32)CC1 | 6 | . | -1.1 | 32 | -30 | -8 | 16 | -11 | -19
CCOc1ccc(C(=O)CN2CCN(S(=O)(=O)c3ccc(Br)cc3)CC2)cc1 | 1 | 2 | -0.25 | -3 | 3 | -20 | -8 | 2 | -30
O=C(Cn1c(=O)sc2ccccc21)NCc1ccccn1 | 8 | -3 | -0.6 | 6 | -14 | -8 | -25 | 27 | -4
O=C(c1cccc(S(=O)(=O)N2CCCC2)c1)c1nnc(-c2ccncc2)o1 | -1 | 5 | 1.1 | -29 | 8 | -7 | 1 | -9 | -12
CCOC(=O)c1nnc2c(Br)c(-c3ccccc3)nn2c1C | . | -8 | 0.61 | -5 | -2 | -9 | 6 | -8 | 1
COc1ccc(CCNC(=O)COC(=O)c2ccc[nH]c2=O)cc1 | 0 | -2 | 0.46 | 8 | -29 | -16 | -13 | -8 | 10
COc1ccc(C(=O)NN2C(=O)C3CCC(C)(C2=O)C3(C)C)cc1 (stereo unspecified) | 6 | -2 | 0.96 | -9 | 24 | -14 | -5 | -10 | 0
O=C(CSc1nc(-c2ccco2)cc(C(F)(F)F)n1)NC1CCCC1 | -1 | . | -0.75 | . | . | 69* | . | 18 | .
C=CCN1C(=O)C(O)(CC(=O)c2ccc(Cl)cc2)c2ccccc21 (stereo unspecified) | 6 | 11 | -0.05 | 9 | -26 | 5 | 18 | -8 | 1
CCOC(=O)C1=C(C)NC(=O)NC1c1ccc(NC(C)=O)cc1 (stereo unspecified) | -4 | 4 | -0.19 | -19 | 8 | 8 | -27 | -2 | -14
COc1cc2ncnc(NCc3ccccc3)c2cc1OC | 3 | 7 | 2.2 | -2 | -15 | 3 | -8 | -10 | -4
COC(=O)c1ccc(NC(=O)CCn2c(=O)oc3ccccc32)cc1 | -8 | 4 | 1.1 | 32 | -4 | -2 | -15 | -5 | 47
O=C(Nc1cc(C(F)(F)F)ccc1F)C1CCC1 | 7 | 6 | -0.11 | -3 | 6 | 1 | -19 | -2 | -24
O=C(CC(=O)NC1CCCCC1)N/N=C/c1ccc(Cl)cc1 | -3 | -7 | -0.074 | -12 | -5 | -15 | -15 | -6 | 7
C=C(Cl)COC(=O)[C@H]1C2C=CC(C2)C1C(=O)O (stereo partly specified) | 4 | 6 | -0.87 | . | . | 2 | -11 | 9 | .
OC(COCC1COc2ccccc2O1)CN1CCc2ccccc2C1 (stereo unspecified) | 7 | -6 | 0.74 | 8 | . | -5 | -6 | 6 | -11
O=C(Cn1nc(-c2ccc(Cl)cc2)c2ccccc2c1=O)NCC1CCCO1 (stereo unspecified) | 0 | 1 | 0.29 | 20 | -31 | -8 | -6 | -6 | 6
Cc1cccc(NC(=S)NN2CCOCC2)c1C | 0 | -2 | 1.2 | 15 | -15 | -4 | 13 | 19 | 11
CCC(C(=O)NC1CCCC1)N(Cc1ccco1)C(=O)Cn1nnc(-c2ccc(C)cc2)n1 (stereo unspecified) | 3 | -2 | 0.29 | 10 | 32 | -14 | 5 | -25 | -12
CC1(C)CC(=O)C(C=NCc2ccc3c(c2)OCO3)=C(O)C1 | 9 | -2 | -0.38 | 5 | 1 | -2 | 11 | 7 | -19

Entries of single compounds from above. Values in the order: E coli WT exp, sEH inhibitor, DAT uptake mod, VCAM1 TNFa inh, F-actin modifier, PLK1 inh, HUVEC tox IL1B, PLK1 PBD inh, TNFa cytotox
Record of `CCOC(=O)c1nnc2c(Br)c(-c3ccccc3)nn2c1C` : ., -8, 0.61, -5, -2, -9, 6, -8, 1
Record of `O=C(CC(=O)NC1CCCCC1)N/N=C/c1ccc(Cl)cc1` : -3, -7, -0.074, -12, -5, -15, -15, -6, 7

Later entries.
SMILES | E coli WT exp | sEH inhibitor | DAT uptake mod | VCAM1 TNFa inh | F-actin modifier | PLK1 inh | HUVEC tox IL1B | PLK1 PBD inh | TNFa cytotox
CCN(CC)c1ccc(/C=N/n2c(C)cc(C)cc2=O)cc1 | 15 | 1 | 0.57 | 15 | -21 | -5 | -11 | -6 | -20
c1ccc(-c2nn3c(C4COc5ccccc5O4)nnc3s2)cc1 (stereo unspecified) | . | -7 | . | 4 | 10 | -10 | -4 | -4 | 5
C=C(C)C1Cc2c(C)nn(-c3cccc4ccccc34)c2C1 (stereo unspecified) | 5 | -25 | 1.1 | -2 | 18 | 1 | 21 | -25 | -29
CC(C)CCn1c(-c2nonc2N)nc2ccccc21 | . | 9 | -0.0001 | 6 | -22 | 1 | 12 | 5 | -18
CCCN(C(=O)c1ccccc1N)c1c(C)n(C)n(-c2ccccc2)c1=O | 6 | 3 | -0.57 | 15 | 4 | -5 | 8 | -39 | 9
COCCNC(=O)c1ccccc1-c1ccccc1C(=O)O | -13 | -1 | 0.16 | 14 | 6 | -8 | -142 | 0 | 7
COc1cccc(OC(=O)CSc2nnc(-c3ccccc3Br)o2)c1 | -1 | 0 | -0.022 | 7 | 3 | -12 | 4 | -11 | -6
COc1ccc(NC(=O)N2Cc3ccccc3CC2C(=O)NC(C)(C)C)cc1 (stereo unspecified) | 1 | -13 | -0.37 | 3 | -3 | -11 | 8 | -19 | -7
